PKM2 act: activators of human pyruvate kinase M2; Potency, µM (highest dose often 57.5 µM), for inactives: at the top dose activation, actives largely listed as activators; AID 1631; P14618; purified PKM2, Kinase-Glo ATP luminescence, activation; response scale: 0% is enzyme alone, no compound; actives 0.34% (n = 260,000); also: potency is read from the fitted curve at half-maximal effect; % is scaled to controls: 0 for no effect and ±100 for the full control effect; nearly all actives have a fitted effect of over 55% in size
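Purified hPK-M2 (>95% pure) converted ADP (0.1 mM final) to ATP with 0.5 mM PEP in 50 mM imidazole pH7.2, KCl, MgCl2, Tween 20, BSA; 1 h at room temperature. ATP detected by Kinase-Glo luminescence.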
B2AR arrestin: beta2AR (human) beta-arrestin recruitment activity; P07550; beta-arrestin recruitment to beta2AR, cell-based reporter; Potency, µM (highest dose often 46.1 µM), without a hit: at the top dose activation, usual class: activators; actives 0.02% (n = 330,000);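 also: potency is read from the fitted curve at half-maximal effect; 0% = DMSO controls and full agonism = EC100 isoproterenol or metaproterenol; nearly all actives have a fitted effect of over 65% in size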
GALK inh: galactokinase (human) inhibition | P51570 | Purified GALK, Kinase-Glo residual ATP luminescence | Potency, µM (titrated, usually from 57.5 µM), for inactives: top-dose activity change, negative = inhibition, usual class: inhibitors | actives 0.007% (n = 270,000); also: potency is read from the fitted curve at half-maximal effect; % is scaled to controls: 0 for no effect and ±100 for the full control effect
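Human GALK (5 nM) with 35 uM ATP and 100 uM galactose in 20 mM HEPES pH 8.0, 5 mM MgCl2, 60 mM NaCl, 1 mM DTT, 0.01% BSA. After 1 h at room temperature, leftover ATP was read by Kinase-Glo Plus luminescence.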
KCNH2 3.1 inh: blocks the human KCNH2 3.1 channel isoform; U2OS KCNH2 3.1, thallium flux FluxOr; stronger effect = lower value; AID 720553; activity change, % (tested at about 1.8 µM); actives 0.95% (n = 340,000);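 active = maximum activity change below -70%; inconclusive = maximum activity change from -70% to -50%; inactive = maximum activity change above -50%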;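 also: thallium influx rate constant from kinetic fluorescence after stimulation buffer; % is scaled to controls: 0 for no effect and ±100 for the full control effect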
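Virally transduced U2OS (3.1 isoform, 4 h infection in dark at RT) → overnight 37 C → FluxOr + Red40 in HBSS/HEPES, 45 min → stimulation buffer, 2 min kinetic read → rate constant vs DMSO controls.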
Giardia killer: Giardia lamblia killing; Giardia lamblia trophozoite viability; activity change, % at 7.66 µM, hits read low; actives 0.15% (n = 340,000); in the data active = activity change below about -80%; inconclusive = between about -30% and that limit;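 also: parasites exposed to compound for two days anaerobically before the ATP read; % is scaled to controls: 0 for no effect and ±100 for the full control effect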
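Giardia trophozoites, 100 cells per well, were exposed to compounds for 48 hrs at 37 deg C under anaerobic conditions; viability was then read as ATP content by bioluminescence after 15-30 min at room temperature.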
KCNH2 WT inh: KCNH2 (human, wildtype) channel inhibition | Q12809 | U2OS, BacMam KCNH2, thallium flux FluxOr; stronger effect = lower value | activity change, % at 1.84 µM | actives 0.37% (n = 340,000) | AID 720551;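 active = maximum activity change below -70%; inconclusive = maximum activity change between -70% and -50%; inactive = maximum activity change above -50%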; also: % is scaled to controls: 0 for no effect and ±100 for the full control effect
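U2OS cells were transduced with wild-type KCNH2 virus (2.03 x 10^8 / mL) for 4 h at room temperature, then cultured overnight at 37 C. Thallium flux was read with FluxOr dye. Rate constants were normalized to DMSO controls.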
FBPA coupling cs: coupling enzyme interference in Giardia aldolase counter-screen | coupling enzyme system counterscreen, AmpLite Red fluorescence | activity change, negative = inhibition, % at 58.2 µM, hits read low | actives 0.67% (n = 290,000); in the data active = activity change below about -30%; also: % is scaled to controls: 0 for no effect and ±100 for the full control effect
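Activity here indicates interference with the coupling reaction, not aldolase inhibition. Compounds at 57.5 uM final met coupling enzymes for 10 min at RT; substrate and AmpLite Red detection followed, with a 525/598 nm fluorescence read after 20 min.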
Menin-MLL TR inh: inhibitors of human menin-MLL interaction, mutant MLL peptide; O00255; Menin + Texas Red MLL mutant peptide, fluorescence polarization; Potency, µM (titrated, usually from 61.6 µM), without a hit: at the highest dose FP activity change, negative = inhibition, most hits filed as inhibitors; actives 0.23% (n = 270,000); AID 1768; active = well fitted inhibition curve with a large enough effect in the polarisation, with a control signal flat, not every such curve was filed as active; inconclusive = small, poorly fitted or top-dose-only effect, or effect the other way, or a change in a side signal; inactive = no such curve, though single readings can be large or run the other way; the % refers to the polarisation; also: potency is read from the fitted curve at half-maximal effect; % of control where 0% means no effect; many of its hits are not listed in these tables
TRPV1 agonist: human TRPV1 agonism. actives 0.19% (n = 320,000). Q8NER1. activation, % at 8.33 µM. TRPV1-expressing cells, Fluo-8 calcium influx, agonist mode; in the data active = activation above about 80%; inconclusive = between about 30% and that limit; also: 0% is about no effect
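TRPV1-expressing cells were cultured overnight at 35.5C and loaded with Fluo-8 calcium dye for 40 to 90 min at room temperature. After a 10 s baseline, compound was added and calcium influx was read kinetically for 3 min (ex 480/em 520 nm).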
USP2a inh: inhibitors of human ubiquitin-specific protease USP2a; USP2 core, Ub-CHOP2 coupled fluorogenic reporter, 485/531; Potency, µM (titrated, usually from 38.3 µM), inactives show at the top dose activity change, negative = inhibition, actives largely listed as inhibitors; actives 0.01% (n = 330,000); AID 463254;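 also: potency is read from the fitted curve at half-maximal effect; plate controls were DMSO wells for no effect and full inhibition by NEM control for full effect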
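Deubiquitinase activity read as fluorescence (485/531 nm) after Ub-CHOP2 cleavage activates the enterokinase reporter on its substrate; USP2 core 10nM, Ub-CHOP2 and substrate 25nM each, 30min compound preincubation then 60min RT; data normalized to NEM, curves fitted.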
MLL CXXC-DNA inh: MLL CXXC-DNA interaction inhibition; actives 0.037% (n = 290,000); MLL-CXXC / FITC-HOXA9 DNA fluorescence polarization; Q03164; Potency, µM (series often up to 115 µM), for inactives: top-dose activity change, negative = inhibition, usual class: inhibitors; active = well fitted inhibition curve with a large enough effect in the polarisation, with a control signal flat, not every such curve was filed as active; inconclusive = small, poorly fitted or top-dose-only effect, or effect the other way, or a change in a side signal; inactive = no such curve, though single readings can be large or run the other way; the % refers to the polarisation; also: potency is read from the fitted curve at half-maximal effect
Target sequence (Q03164 whole entry, looked up): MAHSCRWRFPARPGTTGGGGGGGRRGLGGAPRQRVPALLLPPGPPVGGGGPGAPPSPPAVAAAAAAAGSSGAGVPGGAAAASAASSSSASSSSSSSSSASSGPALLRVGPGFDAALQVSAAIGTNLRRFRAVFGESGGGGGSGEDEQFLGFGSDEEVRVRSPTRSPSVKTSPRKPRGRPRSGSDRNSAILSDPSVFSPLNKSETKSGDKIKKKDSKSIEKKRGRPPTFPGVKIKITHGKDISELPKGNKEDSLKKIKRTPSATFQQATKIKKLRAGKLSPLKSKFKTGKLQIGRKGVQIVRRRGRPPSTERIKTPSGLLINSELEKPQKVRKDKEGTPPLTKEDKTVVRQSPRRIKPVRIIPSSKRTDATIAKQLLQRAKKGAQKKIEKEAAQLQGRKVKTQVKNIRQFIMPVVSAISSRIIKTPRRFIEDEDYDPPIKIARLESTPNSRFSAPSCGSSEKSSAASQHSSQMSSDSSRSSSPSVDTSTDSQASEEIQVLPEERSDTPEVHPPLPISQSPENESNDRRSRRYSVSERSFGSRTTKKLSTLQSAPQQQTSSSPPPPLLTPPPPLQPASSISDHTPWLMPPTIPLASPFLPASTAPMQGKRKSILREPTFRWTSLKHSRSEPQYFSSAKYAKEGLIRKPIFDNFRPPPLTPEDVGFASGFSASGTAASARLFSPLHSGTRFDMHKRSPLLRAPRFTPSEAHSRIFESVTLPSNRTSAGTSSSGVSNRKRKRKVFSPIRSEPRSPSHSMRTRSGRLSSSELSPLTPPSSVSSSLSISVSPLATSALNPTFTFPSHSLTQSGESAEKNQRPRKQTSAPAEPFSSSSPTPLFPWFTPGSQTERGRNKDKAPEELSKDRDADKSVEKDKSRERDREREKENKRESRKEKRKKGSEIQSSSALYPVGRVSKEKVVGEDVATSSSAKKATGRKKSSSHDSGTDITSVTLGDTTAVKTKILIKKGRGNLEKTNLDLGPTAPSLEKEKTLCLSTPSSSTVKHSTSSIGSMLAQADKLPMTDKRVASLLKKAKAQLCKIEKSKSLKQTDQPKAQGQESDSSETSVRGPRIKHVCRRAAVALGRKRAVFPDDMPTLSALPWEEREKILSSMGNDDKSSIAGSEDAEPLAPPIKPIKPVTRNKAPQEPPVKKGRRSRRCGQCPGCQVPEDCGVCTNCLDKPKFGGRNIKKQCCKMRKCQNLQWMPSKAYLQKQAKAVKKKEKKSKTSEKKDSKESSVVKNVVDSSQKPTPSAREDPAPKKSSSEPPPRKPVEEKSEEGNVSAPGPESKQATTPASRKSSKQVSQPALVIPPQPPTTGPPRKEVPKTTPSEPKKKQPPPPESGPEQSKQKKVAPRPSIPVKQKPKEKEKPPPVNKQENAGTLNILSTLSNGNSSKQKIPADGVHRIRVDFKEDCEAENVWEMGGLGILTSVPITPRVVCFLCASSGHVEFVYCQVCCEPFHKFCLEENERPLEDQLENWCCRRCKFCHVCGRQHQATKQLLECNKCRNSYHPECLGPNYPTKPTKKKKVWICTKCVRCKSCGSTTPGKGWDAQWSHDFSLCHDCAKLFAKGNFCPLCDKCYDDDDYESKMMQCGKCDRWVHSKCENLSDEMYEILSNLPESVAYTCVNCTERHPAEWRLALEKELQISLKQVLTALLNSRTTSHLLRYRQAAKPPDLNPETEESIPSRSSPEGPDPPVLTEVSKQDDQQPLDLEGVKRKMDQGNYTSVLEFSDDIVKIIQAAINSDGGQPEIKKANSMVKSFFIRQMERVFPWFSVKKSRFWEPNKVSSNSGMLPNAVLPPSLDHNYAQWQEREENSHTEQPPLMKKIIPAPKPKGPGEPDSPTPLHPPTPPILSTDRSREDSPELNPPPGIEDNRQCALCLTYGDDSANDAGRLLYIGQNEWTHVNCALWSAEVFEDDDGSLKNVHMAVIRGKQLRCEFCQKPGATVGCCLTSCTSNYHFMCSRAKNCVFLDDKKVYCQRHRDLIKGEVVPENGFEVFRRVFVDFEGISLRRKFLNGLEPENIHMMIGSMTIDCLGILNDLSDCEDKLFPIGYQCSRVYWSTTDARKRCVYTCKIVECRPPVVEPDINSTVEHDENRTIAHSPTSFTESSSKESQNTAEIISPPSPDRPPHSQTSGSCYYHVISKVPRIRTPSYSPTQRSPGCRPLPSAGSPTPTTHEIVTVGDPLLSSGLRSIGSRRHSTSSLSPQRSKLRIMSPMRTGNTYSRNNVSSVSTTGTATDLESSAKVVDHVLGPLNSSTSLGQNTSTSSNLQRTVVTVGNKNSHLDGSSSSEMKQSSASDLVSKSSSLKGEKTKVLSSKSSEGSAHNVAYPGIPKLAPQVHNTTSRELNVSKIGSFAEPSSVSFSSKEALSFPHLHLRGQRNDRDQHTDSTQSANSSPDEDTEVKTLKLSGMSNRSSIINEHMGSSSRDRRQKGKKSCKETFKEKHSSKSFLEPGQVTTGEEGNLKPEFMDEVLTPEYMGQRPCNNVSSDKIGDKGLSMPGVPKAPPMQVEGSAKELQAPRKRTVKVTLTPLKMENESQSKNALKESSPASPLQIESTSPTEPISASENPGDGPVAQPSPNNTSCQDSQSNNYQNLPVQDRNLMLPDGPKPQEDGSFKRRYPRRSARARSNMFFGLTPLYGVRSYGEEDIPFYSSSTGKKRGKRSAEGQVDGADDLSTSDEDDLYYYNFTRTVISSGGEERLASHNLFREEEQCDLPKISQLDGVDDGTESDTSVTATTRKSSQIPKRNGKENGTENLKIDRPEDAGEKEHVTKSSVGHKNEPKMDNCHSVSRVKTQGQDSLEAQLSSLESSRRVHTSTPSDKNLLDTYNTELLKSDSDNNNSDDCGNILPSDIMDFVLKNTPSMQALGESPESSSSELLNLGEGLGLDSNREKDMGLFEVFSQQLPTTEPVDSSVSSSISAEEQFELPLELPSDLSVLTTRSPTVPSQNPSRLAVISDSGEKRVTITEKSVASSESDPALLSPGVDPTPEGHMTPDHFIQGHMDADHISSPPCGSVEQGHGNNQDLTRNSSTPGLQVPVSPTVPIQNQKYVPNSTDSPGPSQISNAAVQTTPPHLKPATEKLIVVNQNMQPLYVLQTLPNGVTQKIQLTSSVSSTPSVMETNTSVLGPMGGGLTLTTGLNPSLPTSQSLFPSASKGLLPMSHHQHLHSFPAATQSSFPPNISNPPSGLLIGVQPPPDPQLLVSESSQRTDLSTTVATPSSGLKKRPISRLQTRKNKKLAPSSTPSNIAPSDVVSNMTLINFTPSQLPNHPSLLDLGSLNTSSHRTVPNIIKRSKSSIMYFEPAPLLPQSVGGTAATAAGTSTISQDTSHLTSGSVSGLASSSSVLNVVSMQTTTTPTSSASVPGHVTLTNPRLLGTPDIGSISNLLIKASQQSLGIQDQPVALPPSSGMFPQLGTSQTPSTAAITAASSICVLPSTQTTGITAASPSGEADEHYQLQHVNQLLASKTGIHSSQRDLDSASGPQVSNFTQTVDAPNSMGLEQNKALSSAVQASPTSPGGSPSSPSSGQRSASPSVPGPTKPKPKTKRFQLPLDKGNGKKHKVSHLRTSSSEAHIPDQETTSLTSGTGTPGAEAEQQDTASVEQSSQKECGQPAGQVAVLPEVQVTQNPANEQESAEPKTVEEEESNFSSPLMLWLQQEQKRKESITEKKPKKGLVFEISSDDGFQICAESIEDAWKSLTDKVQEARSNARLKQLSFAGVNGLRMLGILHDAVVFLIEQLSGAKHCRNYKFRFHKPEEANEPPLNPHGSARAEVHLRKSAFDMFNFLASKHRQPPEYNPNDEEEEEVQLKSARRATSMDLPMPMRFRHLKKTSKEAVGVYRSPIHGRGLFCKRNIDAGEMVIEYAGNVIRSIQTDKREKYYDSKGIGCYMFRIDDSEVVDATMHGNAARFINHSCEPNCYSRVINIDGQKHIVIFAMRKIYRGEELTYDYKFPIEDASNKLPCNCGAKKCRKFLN
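Purified MLL-CXXC (added from a 7 uM solution) was preincubated 5 min at ambient with pinned compounds in 50 mM Tris-HCl pH 7.5, 50 mM NaCl, 1 mM DTT, 0.05% BSA. Fluorescein-labeled HOX-A9 DNA (50 nM solution) followed, 30 min, then polarization read.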
The depositor's hits bear a star; ? = inconclusive; . = no result given; & = joins results of further samples; [ ] = remark or other dose. Unless noted, calls follow the shape of the dose curve; as a rule, active = well fitted curve in the direction sought with a large enough effect; inconclusive = small, poorly fitted or top-dose-only effect, or another doubt; inactive = no such curve, though single readings can be large; an effect the other way counts as inactive or inconclusive.

SMILES	PKM2 act	B2AR arrestin	GALK inh	KCNH2 3.1 inh	Giardia killer	KCNH2 WT inh	FBPA coupling cs	Menin-MLL TR inh	TRPV1 agonist	USP2a inh	MLL CXXC-DNA inh
O=C(c1cc(C2CC2)nn1-c1ccccc1)N1CCN(Cc2ccc(Cl)cc2)CC1	.	0.0%	.	-18	-17	-14	.	.	18	4%	.
CN(Cc1cnn(C)c1)Cc1nc(C(c2ccccc2)c2ccccc2)no1	-5%	-0.9%	2%	12	8	8	-1	-10%	21	0%	-18%
OC(CNCc1ccccc1Cl)C(F)(F)F (stereo not given)	-9%	-0.1%	11%	-1	-1	.	3	4%	-1	-1%	1%
COc1cccc(CNS(=O)(=O)c2c(C)nc3scc(C)n3c2=O)c1	.	-0.2%	1%	6	-18	-9	0	3%	2	1%	33%[activator]
O=C(CCNC(=O)N1CCn2c1nc1ccccc12)NCc1ccc(F)cc1	2%	-0.7%	-2%	5	-28	-9	1	15%	-2	1%	2%
CN(C)C(=O)c1ccccc1Sc1cc(Cl)ccc1Cl	0%	0.1%	2%	-6	4	6	-2	11%	2	0%	0%
CCc1ccc(NC(=O)C(C)OC(=O)C2CCN(c3ccc(C(F)(F)F)cn3)CC2)cc1 (stereo not given)	.	-0.3%	.	-8	17	8	.	.	1	-1%	.
Cc1ccc(S(=O)(=O)N2CCN(Cc3cc4c(cc3Br)OCCO4)CC2)cc1	.	-3.8%	.	-12	10	0	.	.	0	-5%	.
Cc1cccc(C(=O)Oc2ccc(/C=N/O)cc2)c1	-9%	-0.9%	1%	-3	-3	28	-2	13%	21	1%	120%[activator]
COc1ccc(-c2nn(-c3ccccc3)cc2/C=N/Nc2ccc3ccccc3n2)cc1OC	2%	-0.6%	1%	-21	5	0	-5	9%	1	4%	5%
COC(=O)CCC(=O)Nc1cc(Cl)cc(Cl)c1	-4%	-0.1%	6%	4	-2	2	-3	9%	-11	1%	5%
COc1ccc(CCNC(=O)COc2ccc(S(=O)(=O)N3CCOCC3)cc2)cc1OC	-6%	-0.1%	2%	-3	-10	-7	1	-1%	3	2%	3%
Cn1nnnc1SCc1ccc(C(=O)Nc2nccs2)cc1	-2%	0.0%	-2%	-25	-17	-4	-2	-5%	0	-1%	-7%
Cc1ccc(S(=O)(=O)NC(C(=O)OCC(=O)NC(=O)c2cccn2C)C(C)C)cc1 (stereo not given)	1%	-1.2%	0%	8	-19	1	1	-12%	15	2%	-16%
Cc1cccc(Cn2cc(/C=C/[N+](=O)[O-])c3ccccc32)c1	3%	-1.2%	0%	-14	-10	-8	-1	15%	-1	1%	-1%
CCC(Oc1ccccc1OC)C(=O)Nc1ccc2c(c1)OCO2 (stereo not given)	.	-0.5%	-3%	-27	-21	-11	-1	3%	18	0%	34%
Cc1cc(=O)oc2cc(NC(=O)C(CCCN=C(N)N)NC(=O)OCc3ccccc3)ccc12 (stereo not given)	.	-0.2%	.	3	3	-6	4	-9%	-4	1%	25%
COc1ccc(NS(=O)(=O)c2ccc(OC)c(NC(=O)CCC3CCCC3)c2)cc1	-16%	-0.1%	-3%	-15	-4	21	4	7%	-4	-1%	?
CCOc1cccc2c1OC1(C)CC2NC(=O)N1c1cccc(F)c1 (stereo not given)	-7%	0.4%	-3%	-11	17	2	-5	5%	-6	1%	4%
COc1ccccc1N1CCN(C(C)C(=O)Nc2ccc(S(=O)(=O)N3CCOCC3)cc2)CC1 (stereo not given)	0%	0.0%	1%	-9	-26	-9	3	-5%	8	-1%	29%
O=C(O)c1cc(NC(=O)c2ccc(Br)cc2)cc(NC(=O)c2ccc(Br)cc2)c1	-9%[11.5 µM]	-0.3%	5%	-3	1	-29	17	?	1	-1%	?
N#C/C(=C\c1ccccc1[N+](=O)[O-])C(=O)Nc1ccc(S(N)(=O)=O)cc1	4%	0.7%	-6%	0	21	2	0	.	1	12%	-13%
CCN(CC)C(=O)Cn1cc(S(=O)(=O)CC(=O)N2CCCCCC2)c2ccccc21	-4%	0.0%	1%	-1	18	9	2	1%	1	0%	-9%
O=C(CSc1nnc(-c2cccnc2)n1CCc1ccccc1)NCc1ccccc1	-4%	-0.2%	-4%	25	1	-2	4	-1%	-3	-2%	4%
CCc1cc2c(=O)c(-c3cnn(-c4ccccc4)c3)c(C(F)(F)F)oc2c(CN(C)C)c1O	-6%	0.0%	0%	4	-19	0	-4	?	7	0%	-10%

Additional entries follow:
SMILES	PKM2 act	B2AR arrestin	GALK inh	KCNH2 3.1 inh	Giardia killer	KCNH2 WT inh	FBPA coupling cs	Menin-MLL TR inh	TRPV1 agonist	USP2a inh	MLL CXXC-DNA inh
O=[N+]([O-])c1ccc(-c2nc(=S)c3c(o2)CCCC3)cc1	-7%	-0.2%	.	7	5	-15	1	-1%	2	2%	12%
COc1ccc(C(=O)N/N=C/c2c(CO)cnc(C)c2O)cc1	-10%	0.0%	-2%	6	22	.	0	-6%	4	2%	19%
O=C(Nc1ccccc1C(=O)NCc1cccnc1)c1ccccc1F	5%	-0.6%	6%	-23	-6	37	-1	4%	1	-1%	-10%
CCn1nnc(NC(=O)COc2ccc([N+](=O)[O-])cc2)n1	-1%	-1.3%	-2%	11	-2	5	1	.	-2	-1%	-22%
CCCCN(C(=O)CN1C(=O)C2CC=CCC2C1=O)c1c(N)n(CCC)c(=O)[nH]c1=O (stereo not given)	0%	-0.5%	0%	4	4	1	3	9%	1	-1%	-2%
Cc1cc(C)n2nc(SCC(=O)c3ccc[nH]3)nc2n1	2%	0.5%	2%	-12	23	6	1	-6%	0	0%	0%
Cc1cc(F)ccc1S(=O)(=O)N1CCCOC1CNC(=O)C(=O)NCc1ccc2c(c1)OCO2 (stereo not given)	1%	-0.5%	-5%	-16	10	-8	.	.	0	3%	8%
O=C(COn1nnc2ccc(S(=O)(=O)N3CCOCC3)cc21)NCCc1ccccc1	.	-0.4%	.	-16	9	1	.	.	-3	0%	.
Cc1ccc(S(=O)(=O)NCC(=O)N/N=C/c2ccccc2O)cc1	-2%	0.1%	0%	-20	-18	3	-7	14%	1	-2%	6%
COc1cccc(-c2nnc(SCC(=O)Nc3cc(C)on3)o2)c1	?	-1.0%	-2%	.	2	-1	-1	5%	-3	1%	-1%
O=c1cc(-c2ccccc2Cl)oc2c(NS(=O)(=O)c3cc(Cl)cc(Cl)c3O)ccc(O)c12	-1%	-3.1%	.	.	-15	.	7&0	?	3	-6%	-7%
CCN(c1ccccc1)S(=O)(=O)c1cc([N+](=O)[O-])ccc1N	7%	0.2%	0%	2	31[activator]	-1	6	20%	-1	5%	-11%
CC(C)OC(=O)c1c(NC(=O)c2cccs2)sc2c1CCCC2	-2%	-0.1%	1%	5	-8	-7	0	8%	-3	0%	-5%
CCSc1nc2ccccc2n1Cc1cccc([N+](=O)[O-])c1	7%	-2.2%	-1%	-15	-15	0	2	0%	5	-1%	2%
O=C(CN1C(=O)c2ccccc2S1(=O)=O)Nc1cccc(S(=O)(=O)N2CCCCC2)c1	.	0.0%	.	1	-12	-7	.	.	.	-6%	.
COCc1ccc(C(=O)N2CCCC(C(=O)c3cc(F)ccc3F)C2)s1 (stereo not given)	14%	-0.1%	2%	-12	-11	2	1	?	13	0%	25%
COc1ccc(N2CCn3c2nc2c3c(=O)n(CCc3ccccc3)c(=O)n2C)cc1	2%	0.0%	7%	.	.	.	3	-8%	0	5%	9%
CCc1c(C)sc(NC(=O)c2ccc(Br)o2)c1C(=O)OC	-18%	0.2%	0%	3	-20	-5	-6	2%	21	-4%	-3%
COCCCn1c(-c2ccc(S(=O)(=O)N3CCOCC3)cc2)csc1=Nc1ccccc1	-1%	-0.4%	3%	10	-10	-7	-1	?	-2	1%	2%
COc1ccc(-c2c(-c3ccccc3)n(C)c3ccccc23)cc1	.	-0.7%	.	6	-14	-18	.	.	.	2%	.
Cc1ccccc1-c1cc(=O)c2c(O)cccc2o1	6%	-0.9%	0%	3	3	6	1	.	13	1%	-3%
N#CCCN/N=C(/Cc1nc2ccccc2[nH]1)c1cccc(Cl)c1	2%	2.9%	-2%	0	13	-6	-5	.	-2	-7%	-7%
Cc1cc(=O)oc2cc(OCC(=O)OCC(=O)NC3CC3)ccc12	2%	0.1%	-2%	-1	9	7	2	-5%	4	1%	2%
O=C(NCc1ccccc1)C(c1ccc(Cl)cc1)N(C(=O)c1csnn1)C1CC1 (stereo not given)	2%	0.1%	0%	-1	18	-7	3	2%	8	0%	6%
C=CCN(CC=C)C(=S)NCCc1ccc(OC)c(OC)c1	-1%	0.1%	-3%	-6	-12	-1	4	14%	5	1%	-1%

Only part of the results is shown (hit frequency here may not be typical).
